Source: PubChem BioAssay
CHT allo act: CHT positive allosteric modulators, primary screen, cell-based, membrane potential dye, choline EC20 | B-score at 10 µM | CHT-expressing cells; active compounds read high; LV-AA mutant CHT in HEK293 cells | 310,000 compounds, 0.49% hits;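 active means initial fluorescence not abnormally high and integrated response B-score, plate-corrected, over 3 SD above library mean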
Target sequence (Q9GZV3 whole entry, looked up): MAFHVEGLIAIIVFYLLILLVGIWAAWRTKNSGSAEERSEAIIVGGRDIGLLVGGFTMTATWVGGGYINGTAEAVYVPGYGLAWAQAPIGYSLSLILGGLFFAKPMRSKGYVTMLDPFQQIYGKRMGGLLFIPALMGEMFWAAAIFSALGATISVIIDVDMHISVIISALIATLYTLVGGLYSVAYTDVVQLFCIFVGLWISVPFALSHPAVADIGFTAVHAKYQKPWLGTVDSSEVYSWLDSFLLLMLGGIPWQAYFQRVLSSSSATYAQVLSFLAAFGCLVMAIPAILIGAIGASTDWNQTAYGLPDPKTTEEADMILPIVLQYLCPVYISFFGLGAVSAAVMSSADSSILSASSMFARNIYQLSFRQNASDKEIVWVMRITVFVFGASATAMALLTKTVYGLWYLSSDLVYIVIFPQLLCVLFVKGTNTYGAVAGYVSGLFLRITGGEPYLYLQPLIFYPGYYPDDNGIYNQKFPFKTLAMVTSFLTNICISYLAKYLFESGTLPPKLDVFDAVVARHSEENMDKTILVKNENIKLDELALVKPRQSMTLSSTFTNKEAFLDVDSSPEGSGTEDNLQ
OX1R antag: OX1R (HCRTR1) antagonists, primary screen, fluorescence, CHO/OX1R cells, Fluo-8 calcium, orexin A; Fluo-8 calcium fluorescence; Orexin/Hypocretin receptor type 1 (Homo sapiens), O43613; inhibition, % at 5 µM; 330,000 compounds, 0.43% hits;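 active means inhibition above its plate's threshold, mean inhibition of all tested compounds on the plate plus 3 SD, cut at about 37% in these data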;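 further: 0% = orexin A challenge wells and 100% = SB-334867-A antagonist wells; not every result past the cut was called active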
Target sequence (O43613 whole entry, looked up): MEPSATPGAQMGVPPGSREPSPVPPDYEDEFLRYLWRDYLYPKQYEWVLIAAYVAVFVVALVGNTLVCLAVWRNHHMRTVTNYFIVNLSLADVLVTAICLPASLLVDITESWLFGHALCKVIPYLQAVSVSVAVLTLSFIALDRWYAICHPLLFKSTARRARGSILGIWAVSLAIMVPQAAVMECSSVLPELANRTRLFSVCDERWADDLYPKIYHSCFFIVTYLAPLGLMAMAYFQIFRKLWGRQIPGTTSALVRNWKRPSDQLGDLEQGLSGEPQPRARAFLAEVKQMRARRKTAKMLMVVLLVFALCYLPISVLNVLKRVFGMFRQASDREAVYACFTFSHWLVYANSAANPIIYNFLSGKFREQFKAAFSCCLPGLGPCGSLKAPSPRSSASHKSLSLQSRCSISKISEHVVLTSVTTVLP
* hit, by the source's call; i = inactive; nt = no result given.

SMILES	CHT allo act	OX1R antag
CCOc1ccc(CCNC(=O)COC(=O)/C=C/c2ccc(OCC#N)c(OC)c2)cc1OCC	i	-18
CCOc1ccccc1N(CC(=O)N/N=C(\C)c1cccc(Br)c1)S(C)(=O)=O	i	-27
COC(=O)c1ccc(-n2nnnc2SCC(=O)Nc2ccccc2F)cc1	i	-6
COc1ccc(Cn2c(=S)[nH]c3ccccc3c2=O)cc1	i	-6
Cc1cccn2c(=O)c(/C=C(\C#N)S(=O)(=O)c3ccccc3)c(N3CCCCC3)nc12	i	-34
O=C(CCC(=O)OCc1ccc([N+](=O)[O-])cc1Cl)Nc1ccccc1	i	4
COc1ccc(C2(C)NC(=O)N(CC(=O)NC3(C#N)CCCCC3)C2=O)cc1 (stereo not given)	i	-12
CC(C)c1cc(C(F)(F)F)n2nc(C(=O)Nc3ccc4c(c3)OCO4)cc2n1	i	-26
CCOC(=O)C1CCN(C(=O)c2cc(S(=O)(=O)N3CCc4ccccc43)ccc2OC)CC1	i	-33
O=C(Cn1cnc(Cl)c1Cl)c1ccc(F)cc1	i	-5
CC(OC(=O)c1ccc(-n2cnnn2)cc1)C(=O)Nc1ccccc1F (stereo not given)	nt	5
O=c1[nH]c(N2CCN(Cc3ccc4c(c3)OCO4)CC2)nc2c1CCCC2	i	-34
Cc1cc(C)cc(NCc2ccncc2)c1	i	1
CCC(C)(C)n1c(=O)[nH]c2c(c1=O)CCC2	i	4
CC(C)CN(C(=O)COC(=O)c1cncc(Br)c1)c1c(N)n(Cc2ccccc2)c(=O)[nH]c1=O	i	-11
O=C(ON=C1CCN(S(=O)(=O)c2ccccc2)CC1)c1ccccc1	i	-15
CCn1ccc(C(=O)Nc2ccccc2SC)n1	i	10
CC1(C)C2CC=C(/C=N/n3cnnc3)C1C2 (stereo not given)	i	-1
COc1ccc2c(c1)c(C(=O)CN1CCC(C(N)=O)CC1)c(C)n2C	6.3*	-14
CCOC(=O)Cc1csc(NC(=S)NC(=O)c2cc(OC)c(OC)c(OC)c2)n1	i	-22
Cn1nc(C(F)(F)F)c(C(=O)Nc2ccc(F)cc2)c1Cl	i	-6
COc1ccc(C(=O)Nc2ccc3c(c2)C(=O)N(C)C3=O)cc1OC	i	-1
Cc1ccc2nsnc2c1NC(=O)CCc1ccccc1	i	-13
COc1ccc(-n2ncc3c2CC(C)(C)CC3NC(=O)c2ccnn2C)cc1 (stereo not given)	i	-17
CCOC(=O)c1c(-c2ccc(OC)cc2)csc1NC(=O)CSc1ccccc1	i	-12
CCOC(=O)CN1C(=O)S/C(=C/c2ccc(OCc3ccc(C(=O)O)cc3)cc2)C1=O	i	8
Cc1ccc(Cl)cc1N(CC(=O)NC1CCCC1)C(=O)c1csnn1	i	-23
Cn1c(SCc2ccc(Cl)cc2)nnc1-c1ccc2nonc2c1	i	-13
COc1cccc(N2CCN(c3ncnc4c3cnn4-c3ccc(C)cc3C)CC2)c1	i	39
O=C(CN1C(=O)C(=O)N(Cc2ccccc2)C1=O)c1ccc[nH]1	nt	-16
CC(=O)N1CCN(CC(C)(C)NS(=O)(=O)c2ccccc2)CC1	nt	-6
COc1ccccc1NC(=O)C1=C(C)Nc2nc(CCCO)nn2C1c1ccc2c(c1)OCO2 (stereo not given)	i	-16
CC[C@@H]1CCCCc2ccccc2[C@H](C(=O)C[C@H](O)CC(C)=O)OC1=O	nt	-24
O=C(Nc1ccccn1)c1ccc(=O)[nH]n1	i	11
O=C(COC(=O)c1cc(=O)[nH]c(=O)[nH]1)Nc1cccc(Cl)c1	nt	5
COc1cc(/C=N/NC(N)=O)cc([N+](=O)[O-])c1O	i	3
Cc1ccccc1Nc1c(F)c(F)c(F)c(F)c1C(=O)O	i	0
CCOC(=O)c1sc(NC(=O)CN2C(=O)NC3(CCCCCCC3)C2=O)c(C(=O)OCC)c1C	i	-11
O=C(CNC(=O)c1ccccc1F)NC1CCN(Cc2ccccc2)CC1	i	-14
Cc1ccc(C)c(C(=O)O/N=C(\N)c2ccc(Br)cc2)c1	i	-18
Cc1nc(-c2ccccc2)sc1C1(C)CC(c2ccccc2F)=NO1 (stereo not given)	i	-25
S=C(NCCSCc1ccccc1Cl)Nc1ccccc1	i	-9
O=C(NCc1ccc2c(c1)OCO2)c1ccco1	i	-5
CC(C)(C)c1nnc(N/N=C/c2ccccc2O)n(N)c1=O	i	-11
Cc1cc(C(=O)COC(=O)C2=COCCO2)c(C)n1-c1ccccc1	nt	-12
O=C(/C=C/c1cccc([N+](=O)[O-])c1)NCCSCc1ccco1	i	-19
Cn1c(=S)n(C)c2ccccc21	i	1
Nc1c(-c2ccccc2)cnc2c(-c3ccccc3)cnn12	i	14
C/C(=N\NC(=O)c1cc(-c2cccc(OC(C)C)c2)nc2ccccc12)c1cccnc1	i	nt
O=S(=O)(NCC(O)c1ccccc1)c1ccc(-c2ccccn2)s1 (stereo not given)	i	-5
CCOc1ccc(Nc2nc(N)c([N+](=O)[O-])c(N3CCN(C)CC3)n2)cc1	i	-6
CC(Sc1nc2c(c(=O)[nH]1)CCCC2)C(=O)Nc1ccc(S(N)(=O)=O)cc1 (stereo not given)	i	0
COc1ccc(/C=N/NC(=O)C(=O)NCC2CCCO2)cc1 (stereo not given)	i	-18
CC(C)NC(=O)C(Cc1ccccc1)N1C(=O)c2ccccc2C1=O (stereo not given)	i	-18
CCCCc1ccc(NC(=S)NCCO)cc1	i	-9
COc1ccc(S(=O)(=O)N(C)C[C@@H]2Oc3ccc(NS(C)(=O)=O)cc3C(=O)N([C@@H](C)CO)C[C@H]2C)cc1	nt	-2
COc1ccc(CCNC(=S)Nc2cccc3ccccc23)cc1	i	-23
CC(=O)Nc1ccc(N/C=C/C(=O)c2ccc(Cl)cc2)cc1	i	-11
CN1CCC(NC(=O)c2cc(-c3cccc(Br)c3)nc3ccccc23)CC1	i	-1
Cc1cccc(N(C)S(=O)(=O)c2ccc3[nH]c(=O)c(=O)[nH]c3c2)c1	i	4

Reprinted from the entries so far for reference:
SMILES	CHT allo act	OX1R antag
CCOc1ccc(CCNC(=O)COC(=O)/C=C/c2ccc(OCC#N)c(OC)c2)cc1OCC	i	-18
CCOc1ccccc1N(CC(=O)N/N=C(\C)c1cccc(Br)c1)S(C)(=O)=O	i	-27
COC(=O)c1ccc(-n2nnnc2SCC(=O)Nc2ccccc2F)cc1	i	-6
COc1ccc(Cn2c(=S)[nH]c3ccccc3c2=O)cc1	i	-6
Cc1cccn2c(=O)c(/C=C(\C#N)S(=O)(=O)c3ccccc3)c(N3CCCCC3)nc12	i	-34

Additional records
SMILES	CHT allo act	OX1R antag
OCCC1CN(Cc2ccsc2)CCN1C1CCCC1 (stereo not given)	i	-8
COc1cc(C2N(C)C(=O)c3ccccc3N2C)ccc1O (stereo not given)	i	-21
Cc1ncsc1CCOC(=O)c1ccc(N2CCOCC2)c([N+](=O)[O-])c1	i	34
COc1ccccc1N=Nc1[nH]c2ccc(C)cc2c1O	i	-14
COC(=O)c1cccc(NC(=O)C2C3CCC(C3)C2C(=O)O)c1 (stereo not given)	i	-11
Cc1ccsc1C(=O)OCC(=O)NC1CC1	nt	-10
COc1ccc(C)cc1NC(=O)CNc1ccc(C(C)=O)cc1	i	-17
Cc1csc(=O)n1CC(=O)OCC(=O)NNC(=O)c1ccc([N+](=O)[O-])cc1	i	-1
COc1ccc(OC)c(N(CC(=O)Nc2cccc(C(F)(F)F)c2)S(C)(=O)=O)c1	i	-17
COc1cc(C2Nc3ccccc3C(=O)N2c2ccccc2)ccc1O (stereo not given)	i	-5
COc1cc(NC(=O)c2cc([N+](=O)[O-])ccc2Br)ccc1NC(=O)c1ccco1	i	-2
O=C(Nc1ccc(S(=O)(=O)Nc2cnc3ccccc3n2)cc1)c1ccccc1Br	i	-1
CCNC(=O)n1nccc1C(C)Oc1ccccc1 (stereo not given)	i	0
O=C(CCN1CCN(c2ccccc2)CC1)Nc1ccccc1F	i	-18
COc1ccccc1C(=O)NC(CCSC)C(=O)NNC(=O)c1ccncc1 (stereo not given)	i	-15
CCOc1ccccc1N1CC(O)=C(c2nc3ccccc3s2)C1=N	i	20
Cc1ccc2cc3cc(C(=O)N4CCN(C(=O)c5ccco5)CC4)sc3nc2c1	i	-18
O=C(NCCN1C(=O)S/C(=C\c2cccs2)C1=O)[C@H](Cc1ccccc1)N1C(=O)c2ccccc2C1=O	i	-1
CN(C)C(=O)C1C2NC(=S)N(c3cccc(Cl)c3)C1(C)Oc1ccc(Cl)cc12 (stereo not given)	i	3
CN1C(=O)N(CC(=O)N2CCN(c3ccccc3F)CC2)C(=O)C12CCCCC2	nt	-14
N/C(=N\OC(=O)c1cc([N+](=O)[O-])ccc1Cl)c1cccnc1	i	9
CCN(CC(=O)NC(C)C)C(=O)c1cc(S(=O)(=O)N2CCCCC2)ccc1N1CCCCC1	nt	-38
COc1ccc(-n2nc(C(=O)NCC(=O)N3CCOCC3)c3ccccc3c2=O)cc1OC	i	-20
C/C(CC(=O)Nc1cccc(C(F)(F)F)c1)=N\NC(=O)c1cnccn1	i	-21
Cc1cc2oc(C(=O)N3CCN(CCc4ccccn4)CC3)c(C)c2cc1C	i	-31
CCn1c(CNC(=O)COC)nc2ccccc21	i	-8
Cc1ccc2cc(CN(CCCO)S(=O)(=O)c3cccc4nsnc34)c(=O)[nH]c2c1	i	-22
CCN(CC)S(=O)(=O)c1ccc(NC=C(C#N)C#N)cc1	i	-15
C=CCN1C(=O)C(O)(CC(=O)c2ccc(Cl)cc2)c2ccccc21 (stereo not given)	i	-21
Cc1ccc(S(=O)(=O)NNC(=O)c2sc3nc(C)cc(C)c3c2-n2cccc2)cc1	i	-25

Whole records from above. Order of values: CHT allo act, OX1R antag
Cc1ccc(S(=O)(=O)NNC(=O)c2sc3nc(C)cc(C)c3c2-n2cccc2)cc1 is listed as i, -25
Cc1cc2oc(C(=O)N3CCN(CCc4ccccn4)CC3)c(C)c2cc1C is listed as i, -31
CCOc1ccccc1N1CC(O)=C(c2nc3ccccc3s2)C1=N is listed as i, 20
C=CCN1C(=O)C(O)(CC(=O)c2ccc(Cl)cc2)c2ccccc21 (stereo not given) is listed as i, -21

Retrieved one by one from the list above (3):
SMILES	CHT allo act	OX1R antag
O=C(NCCN1C(=O)S/C(=C\c2cccs2)C1=O)[C@H](Cc1ccccc1)N1C(=O)c2ccccc2C1=O	i	-1
Cc1ccc2cc(CN(CCCO)S(=O)(=O)c3cccc4nsnc34)c(=O)[nH]c2c1	i	-22
CN(C)C(=O)C1C2NC(=S)N(c3cccc(Cl)c3)C1(C)Oc1ccc(Cl)cc12 (stereo not given)	i	3

Remaining list, next part
SMILES	CHT allo act	OX1R antag
CCC1=NNc2cccc3c(OC)ccc1c23	i	-21
Cc1cc(C)nc(SCC(=O)c2ccc(O)cc2O)n1	i	-7
COc1cccc(N2CCN(c3c4c(nc5ncnn35)CCC4)CC2)c1	i	-21
COc1ccccc1Oc1c(C)oc2cc(OC(=O)c3ccco3)ccc2c1=O	i	-14
N#Cc1cccc(C(c2nnnn2C2CCCC2)N2CCCCCC2)c1 (stereo not given)	i	-20
COc1cc(CN(C(=O)c2ccco2)c2ccc(C)cc2)ccc1O	i	-9
Cc1cc(C(F)(F)F)nn1Cc1n[nH]c(=S)n1-c1ccc(Cl)cc1	i	-8
CC(C)(C)c1ccc(Cn2nc(CC(=O)O)c3ccccc3c2=O)cc1	i	-10
Cc1ccc(C)c(NC(=O)c2cc(S(=O)(=O)N3CCOCC3)cn2C)c1	i	-9
CC(C)(C)NC(=O)NC(=O)CSc1ccc(S(=O)(=O)N2CCCCC2)cn1	nt	5
Cc1cc(Cl)nc(-n2nc(C)cc2C)n1	i	-23
O=C(N/N=C/c1ccc([N+](=O)[O-])s1)C(O)c1ccccc1 (stereo not given)	i	-5
COc1cccc(N2CCN(C(=O)CCC(=O)N3CCOc4ccc(C)cc43)CC2)c1	i	-32
C/C(Cn1cnc([N+](=O)[O-])n1)=N\NC(=O)c1ccccc1	i	-17
CCOc1ccccc1OCC(=O)OCC(=O)Nc1ncc(Cl)cc1Cl	i	-31
COc1ccc(-c2c(C#N)c(N)nc3c2c(=O)n(C)c(=O)n3C)cc1	i	-6
CCOc1c2ccc(C(=O)NCc3ccc4c(c3)OCO4)cc2nn1C	i	-24
O=C(Nc1cccc(Cl)c1)c1cc(N=Nc2ccc([N+](=O)[O-])cc2Cl)ccc1O	i	21
O=C(COC(=O)c1cccnc1Cl)c1ccc(Cl)cc1Cl	i	-10
O=C(CSc1nncc(=O)[nH]1)NCc1ccccc1	i	-20
CN(C/C=C/c1ccccc1)C1CCCCC1	i	-31
CC(C)(C)c1cc(N2CCOCC2)n2ncc(-c3ccc(Cl)cc3)c2n1	i	-11
Cc1c(Cl)cccc1NC(=S)N1CCN(c2ncccn2)CC1	i	-21
CC(C)CN(CCNC(=O)CN1N=C(c2ccc(Cl)cc2)CCC1=O)CC(C)C	i	-7
O=C(NNC(=O)c1ccccc1F)c1ccc(-c2ccc(Cl)cc2)o1	i	-35
COC(=O)c1ccc(-c2c(-c3ccccc3)ncc3cc(F)ccc23)cc1	nt	-19
O=[N+]([O-])c1ccc(Oc2ccc(Oc3ccc(C(F)(F)F)cn3)cc2)nc1	i	-8
Cc1ccccc1OCC(O)Cn1c(NCc2ccco2)nc2c1c(=O)[nH]c(=O)n2C (stereo not given)	i	-18
CC(C)(C)c1ccc(C(=O)NCCC(=O)N2CCC3(CC2)NCCc2[nH]cnc23)cc1	i	1
COCc1nnc(NS(=O)(=O)c2ccc(F)cc2)s1	i	-10
Cc1ccc(C=Nc2ccc(N(C)C)cc2)o1	i	-20
COc1cc(OC)cc(C(=O)N[C@H](C(=O)Nc2nc3ccc(S(C)(=O)=O)cc3s2)C(C)C)c1	i	-32
COc1cccc(N/C(SCc2ccccc2C)=C(/C#N)C(=O)NCc2cccs2)c1	i	-13
CCCN(C(=O)c1cc(S(=O)(=O)N(C)c2ccc(OCC)cc2)ccc1C)C1CCS(=O)(=O)C1 (stereo not given)	nt	-2
